Rpn11 inh: Rpn11 (human) deubiquitinase inhibition; O00487; human 26S proteasome, Ub4-pepOG fluorescence polarization; 20S core pre-blocked with epoxomicin; calls only at 20 µM; hit rate 0.59% among 360,000;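 active = inhibition at 20 µM, scaled to each plate's controls, above about 33%, limit read from the data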
Rin1 Abl inh: human Rin1-Abl interaction inhibition. TR-FRET Rin1/Abl binding, biochemical. inhibition, % at 7.35 µM. hit rate 0.4% among 360,000. AID 588664; in the data active = inhibition above about 5%, passing the limit was not always enough
SKN-1 inh: blocks SKN-1 activity in C. elegans; C. elegans VP596 Pgst-4::GFP/RFP ratio, acrylamide-induced, 24 h; inhibition, % at 21.8 µM; hit rate 0.49% among 360,000; AID 624304;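 active = interference check ratio from 0.5 to 1.5 plus GFP to RFP signal ratio inhibition reaching or exceeding a fixed threshold, cut at about 30% in these data, passing the limit was not always enough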; also: some compounds called inactive have numbers as strong as hits
NadD block: blocks S. aureus nicotinate mononucleotide adenylyltransferase; purified NadD enzyme, colorimetric absorbance read-out; inhibition, % at 20 µM; hit rate 0.78% among 360,000; AID 602399; in the data active = inhibition above about 26%; also: some compounds past the cut are filed as inactive
CSN deneddyl inh: blocks human CSN-mediated cullin deneddylation; inhibition, % at 12.5 µM; Q92905; Purified CSN, SCF-Nedd8-OG deneddylation, fluorescence polarization; AID 651999; hit rate 0.38% among 360,000;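 active = pattern-corrected inhibition above about 35%, with an unprinted fluorescence ratio check between 0.5 and 1.5, limit read from the data, passing the limit was not always enough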;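 also: 0% = enzyme with substrate and 100% = substrate without enzyme; some results filed as inactive read as strong as hits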
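Material: human Csn5 produced in HEK293T cells; Input: enzyme 0.24 nM; Reagent: SCFSkp2-Nedd8OG substrate at 10 nM final; Dosing: 12.5 µM compound; Incubation: 90 min reaction at room temperature; Detection: fluorescence polarization of the substrate; Evaluation: % inhibition of substrate cleavage by Csn5; Control set: substrate-only high control, full reaction low control.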
MT1-MMP act inh: inhibitors of human MT1-MMP activation. P50281. HT1080 RFP-PRO-GFP cells, GFP/RFP ratio fluorescence, overnight; percent of plate control window, DMSO zero. GFP/RFP ratio change, % at 20 µM. hit rate 0.061% among 360,000;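 active = GFP/RFP ratio change of at least 30% with cell ATP level not reduced by more than half and red fluorescence within 50% of control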; also: strong numbers were not always called active
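Test system: HT1080 RFP-PRO-GFP cells; Benchmarks: DMSO and RFP-L50D-GFP cell wells; Timing: cells overnight before dosing, compound overnight, 37 °C, 5% CO2; Compound: one 20 µM compound dose with 1% DMSO; Read-out: GFP/RFP fluorescence ratio.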
Neddyl block: cullin neddylation inhibition. P61081+Q13564. TR-FRET cullin neddylation, biochemical. calls only at 25 µM. hit rate 0.58% among 360,000. AID 651699; in the data active = inhibition above about 36%
Target sequence (P61081 whole entry, looked up): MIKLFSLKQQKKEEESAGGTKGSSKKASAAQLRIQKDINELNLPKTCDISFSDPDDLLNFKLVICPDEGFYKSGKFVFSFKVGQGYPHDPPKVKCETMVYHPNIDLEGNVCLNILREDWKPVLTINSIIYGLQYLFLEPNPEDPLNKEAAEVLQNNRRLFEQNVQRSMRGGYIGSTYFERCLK
Target sequence (Q13564 whole entry, looked up): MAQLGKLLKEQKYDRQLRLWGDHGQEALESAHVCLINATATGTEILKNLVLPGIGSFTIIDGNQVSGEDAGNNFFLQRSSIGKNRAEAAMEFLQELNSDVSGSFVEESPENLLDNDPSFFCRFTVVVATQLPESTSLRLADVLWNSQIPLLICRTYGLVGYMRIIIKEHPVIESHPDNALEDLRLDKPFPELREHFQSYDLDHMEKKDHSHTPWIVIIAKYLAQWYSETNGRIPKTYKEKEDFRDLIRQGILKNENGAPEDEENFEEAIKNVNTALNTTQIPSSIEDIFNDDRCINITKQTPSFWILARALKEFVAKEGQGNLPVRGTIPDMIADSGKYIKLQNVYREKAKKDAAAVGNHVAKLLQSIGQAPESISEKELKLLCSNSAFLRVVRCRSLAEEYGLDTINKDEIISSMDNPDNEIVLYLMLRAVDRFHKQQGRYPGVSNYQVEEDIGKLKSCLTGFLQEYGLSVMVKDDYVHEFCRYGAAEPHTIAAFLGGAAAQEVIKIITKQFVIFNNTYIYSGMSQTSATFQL
PABP1 MLLE inh: inhibitors of microRNA-mediated deadenylation, human PABP1 MLLE binding | P11940 | GST-MLLE / FITC-PAM2 fluorescence polarization | inhibition, % at 20 µM | hit rate 0.36% among 360,000; in the data active = inhibition above about 35%, passing the limit was not always enough;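 also: plate controls were DMSO wells with GST-MLLE for no effect and wells lacking GST-MLLE protein for full effect; some results filed as inactive read as strong as hits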
FAS-TE inh: FAS thioesterase (human) inhibition | P49327 | recombinant FAS-TE, OMFH fluorogenic substrate, fluorescence endpoint | inhibition, % at 15 µM | hit rate 0.67% among 360,000 | AID 602261;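 active = compounds whose normalised, plate-corrected inhibition of enzyme fluorescence in the single-dose primary screen is 50% or more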;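 also: 0% = DMSO with enzyme and 100% = substrate without enzyme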
Active calls of the source: *; i = inactive; · = not tested or not shown; & = joins results of further samples.

Below each compound: Rpn11 inh, Rin1 Abl inh, SKN-1 inh, NadD block, CSN deneddyl inh, MT1-MMP act inh, Neddyl block, PABP1 MLLE inh, FAS-TE inh
- CC(Cc1cccs1)N(Cc1ccc(Cl)cc1)C(=O)c1ccncc1 (stereo not drawn)
→ i, 0, 9, -7, -2, -4, i, 5, -1
- COc1ccc(N2C(=O)CCC(C(C)=O)=C2C)cc1
→ i, 0, -5, 2, 5, 5, i, 3, -3
- Oc1ccc(/C=N/n2c(-c3ccco3)csc2=Nc2cccnc2)c(O)c1
→ i, -3, -1, 12, -1, -47, i, 10, 4
- Cc1nn(Cc2c(F)c(F)c(F)c(F)c2F)c(C)c1NC(=O)c1ccc(COc2ccc(Cl)cc2Cl)o1
→ i, 2, 7, 2, -12, -2, i, -3, 39
- Cc1nc(Nc2cc(F)ccc2C)c2nnn(Cc3ccccc3)c2n1
→ i, 0, 9, -5, 0, 2, i, -1, 15
- COc1cc(OC)c(NS(=O)(=O)c2cn(C)cn2)cc1Cl
→ i, 0, -13, 4, -6, 2, i, -21, -4
- NC(=O)c1nsc(C(=O)N(CC(=O)NC2CCCCC2)c2ccc(Cl)cc2)c1N
→ i, 1, -5, 2, 3, 1, i, -3, 6
- CN(Cc1cc2ccccc2[nH]c1=O)C(=O)COc1ccccc1
→ i, -1, 6, -3, 4, -6, i, -9, -4
- O=C(COc1ccc(Br)cc1)N1CCN(c2ccc([N+](=O)[O-])c(N3CCCCC3)c2)CC1
→ i, 1, 5, 13, -2, 2, i, 16, 28
- COc1ccc(C(C(=O)Nc2ccc(F)cc2)N2CCN(CC(=O)N3CCCC3)CC2)cc1 (stereo not drawn)
→ ·, ·, 7, ·, 0, -3, i, ·, ·

Reprinted from the part before: 3 entries, then new ones.
Below each compound: Rpn11 inh, Rin1 Abl inh, SKN-1 inh, NadD block, CSN deneddyl inh, MT1-MMP act inh, Neddyl block, PABP1 MLLE inh, FAS-TE inh
- CN(Cc1cc2ccccc2[nH]c1=O)C(=O)COc1ccccc1
→ i, -1, 6, -3, 4, -6, i, -9, -4
- O=C(COc1ccc(Br)cc1)N1CCN(c2ccc([N+](=O)[O-])c(N3CCCCC3)c2)CC1
→ i, 1, 5, 13, -2, 2, i, 16, 28
- COc1ccc(C(C(=O)Nc2ccc(F)cc2)N2CCN(CC(=O)N3CCCC3)CC2)cc1 (stereo not drawn)
→ ·, ·, 7, ·, 0, -3, i, ·, ·
- O=c1[nH]cccc1-c1nc2cc(Cl)ccc2n1Cc1ccccc1
→ i, 0, 11, -6, 2, 0, ·, 6, 2
- C[C@H]1CN([C@@H](C)CO)C(=O)CCCn2cc(nn2)CO[C@@H]1CN(C)C(=O)Nc1ccc(N2CCN(C)CC2)cc1
→ i, -4, -1, 0, 1, 3, i, 9, -8
- COc1ccc2c(=O)c(-c3cnn(-c4ccccc4)c3)c(C)oc2c1
→ i, -3, 10, -9, -1, 2, i, -8, 21
- Cc1cccc(OC2CCN(Cc3c(C(=O)N4CCCC4)nc4ccccn34)CC2)c1
→ i, 2, 6, -4, -6, -3, i, -3, -8
- C=C1C[C@@H]2C[C@@H]2CN(S(=O)(=O)c2ccc(C)cc2)[C@@H]1c1ccco1
→ ·, ·, -8, 16, 4, 2, i, ·, 12
- Cc1c(C)c2c(OCC(=O)NCc3ccco3)cc3c(c2oc1=O)CCC(C)(C)O3
→ i, -2, 9, 1, -2, 8, i, 22, -5
- Cc1ccccc1NC(=O)c1cccc(C(F)(F)F)c1
→ i, -1, 11, -6, 4, -1, i, 2, -3
- Cc1cc(C(=O)CCC(=O)Nc2ncccc2C)c(C)s1
→ i, 6, 7, 6, 7, -3, i, 0, -5
- COc1ccc(CN(C)C(=O)c2cccc(S(=O)(=O)N3CCCc4ccccc43)c2)c(OC)c1OC
→ i, 0, 3, 3, -1, -4, i, 1, 22
- Cc1cc(/C=N/NC(=O)COc2cccc3cccnc23)c(C)n1-c1ccc(O)cc1
→ i, 2, 7, 4, 0, 0, i, 7, -11
- CN(CC(=O)Nc1c(Cl)cccc1Cl)C(=O)Cn1[nH]c(=O)c2ccccc2c1=O
→ i, 4, -9, 5, -4, 2, i, 6, -6
- COc1ccc(CN2C(=O)C(C)Nc3ncnc(N4CCN(c5ccccc5)CC4)c32)cc1 (stereo not drawn)
→ i, 2&1, -7&14, 7&3, -3&-1, -6&-2, i, -8&-1, 1&7
- O=C1CC(N2C(=O)/C(=C/C=C/c3ccccc3)SC2=S)C(=O)N1c1ccccc1 (stereo not drawn)
→ ·, 0, -1, 27, 3, -5, i, -14, 20
- CCNC(=O)Nc1cc2nc(C)n(Cc3ccc(Br)cc3)c2nc1C
→ i, 0, -5, 0, -2, -4, i, 1, -8
- CCN(CC)CCCNC(=O)c1cc(-c2ccc(Cl)cc2)on1
→ i, -5, 0, -2, 5, 6, i, 10, -1
- O=C(c1ccc(Cl)cc1)N1CCN(C(=O)C2CCCCC2)CC1
→ i, -1, -13, -4, 0, 0, i, 12, -2
- Cc1onc(-c2c(Cl)cccc2Cl)c1C(=O)N1CCN(c2ccc(F)cc2)CC1
→ i, 4, -1, -6, 3, -5, i, 13, 8
- Cc1ccc(C(C)C)c(OCC(=O)Nn2c(=O)[nH]c3ccccc3c2=O)c1
→ i, -1, 2, -9, -5, 2, i, 5, 4
- FC(F)(F)c1cccc(CN2CCN(c3ncccn3)CC2)c1
→ i, 2, -20, -6, -1, -1, i, -2, -3
- O=C(O)c1c[nH]ccc1=O
→ i, 2, 10, 8, -3, -1, i, 2, -5
- OC(CNCc1ccccc1)(c1ccc(F)cc1)c1ccc(F)cc1
→ i, -2, -3, 2, 3, -1, i, -13, 8
- O=C(O)CP(=O)(c1ccccc1)c1ccccc1
→ i, -1, 6, -2, -2, -1, i, 16, -10
- CC1CCN(C(=O)CCc2ccc(Oc3cc([N+](=O)[O-])cc([N+](=O)[O-])c3)cc2)CC1
→ i, 1, 3, 1, -10, -1, i, 12, 38
- N#Cc1cn(CCCOc2ccccc2)c2ccccc12
→ i, 1, -6, 1, 2, -1, i, -5, 23
- CCc1ccc(NC(=S)NC(=O)c2c(-c3ccccc3Cl)noc2C)cc1
→ i, 1, -5, -6, 4, -5, i, 25, 34
- CC(C)c1ccc(OCc2ccc(C(=O)N3CCN(c4ccccn4)CC3)cc2)cc1
→ i, -5, -9, 18, 2, -6, i, 3, 17
- Cc1cc(CNC(=O)C(C)n2cc([N+](=O)[O-])cn2)c2ccccc2n1 (stereo not drawn)
→ i, -2, -7, 1, -3, -1, i, 5, 1
- O=C(C[C@@H]1C[C@H]2c3cc(NC(=O)c4cccnc4)ccc3O[C@H]2[C@H](CO)O1)NCc1ccc(Oc2ccccc2)cc1
→ i, -3, -10, 9, 3, -4, i, -5, 5
- CCn1c(/C=C/Nc2ccccc2)[n+](CC)c2ccc(C(=O)OCC(F)(F)F)cc21
→ i, 0, 6, 7, -1, -3, i, -106, -39
- CCNC(=O)N1C(CC(=O)OCC)C(=O)NC2CCCCC21 (stereo not drawn)
→ i, -1, -6, -7, 4, 3, i, 2, -5
- O=C(NCc1ccco1)c1ccc(Br)c(S(=O)(=O)N2CCCCC2)c1
→ i, 3, 1, 0, -2, 2, i, -16, 0
- COc1cccc(/C=N/Nc2ncnc3c2ncn3Cc2ccccc2)c1O
→ i, -9, 9, 8, -11, 0, i, -2, 7
- Nc1ccc(NC(=O)c2cccc(C(=O)Nc3ccc(N)cc3Cl)c2)c(Cl)c1
→ i, 2, 1, -3, 6, 5, i, -12, -13
- O=C(NC(c1ccccc1)c1cnccn1)C1CCN(CCCOc2ccccc2)CC1 (stereo not drawn)
→ i, -4, 4, -3, 7, 0, i, 2, -5
- CC(=O)Oc1cccc(N2C(=O)C3C(C2=O)C2C=CC3C23CC3)c1 (stereo not drawn)
→ i, 1, -4, -5, 3, 6, i, -11, -4
- COc1ccc(S(=O)(=O)Nc2cccc3c2O[C@@H](CN(C)CC2CC2)[C@@H](C)CN([C@@H](C)CO)C3=O)cc1
→ i, 4, -4, -7, 0, 3, i, -2, -6
- CCc1nc2ccc(C(=O)N(CC)CCN(C)C)cn2c1N(C)Cc1ccc(OC)cc1
→ i, 0, 24, -5, 4, -1, i, -3, -6
- CN1CCN(c2ccc(NC(=O)COc3ccccc3Cl)cc2)CC1
→ i, 0, 2, -5, -2, 2, i, 4, -7
- COc1ccc(N(C(=O)C(C)C)S(=O)(=O)c2cccs2)cc1
→ i, 1, 7, -4, 5, 4, i, 4, -3
- O=C1c2ccccc2C(Nc2ccccc2)N1c1ccc(Cl)cn1 (stereo not drawn)
→ i, 0, 1, -5, -3, -1, i, -5, 16
- C=CC1=C(C(=O)O)N2C(=O)[C@@H](NC(=O)/C(=N\OCC(=O)O)c3csc(N)n3)[C@H]2SC1
→ i, -1, -7, 16, 11, 5, i, 41*, -5
- CN(C(=O)C1CCOC1)c1nnc(-c2ccncc2)s1 (stereo not drawn)
→ i, 1, 13, -3, -2, 2, i, 3, -10
- CC(Sc1nnc(-c2ccncc2)n1C)C(=O)Nc1nccs1 (stereo not drawn)
→ i, -2, -3, -3, -7, -2, i, 0, 1
- COCC(=O)Nc1nc(-c2ccccc2)c(C)s1
→ i, 1, 17, -2, -1, -4, i, 30, -7
- O=C1CC(N2CCN(Cc3ccccc3)CC2)C(=O)N1 (stereo not drawn)
→ i, 3, 12, 3, -1, -1, i, 8, -10

Gathered by group, the entries above containing a COOH group (three)
Below each compound: Rpn11 inh, Rin1 Abl inh, SKN-1 inh, NadD block, CSN deneddyl inh, MT1-MMP act inh, Neddyl block, PABP1 MLLE inh, FAS-TE inh
- O=C(O)c1c[nH]ccc1=O
→ i, 2, 10, 8, -3, -1, i, 2, -5
- O=C(O)CP(=O)(c1ccccc1)c1ccccc1
→ i, -1, 6, -2, -2, -1, i, 16, -10
- C=CC1=C(C(=O)O)N2C(=O)[C@@H](NC(=O)/C(=N\OCC(=O)O)c3csc(N)n3)[C@H]2SC1
→ i, -1, -7, 16, 11, 5, i, 41*, -5

Source: PubChem (several laboratories)
